# Screening results as filed in PubChem BioAssay.
# PKA-R2B act: PKA-R2B complex activation. 0.079% of 340,000 active. PKA-R2B holoenzyme dissociation, Cy5-IP20 fluorescence polarization; R2B truncated from residue 108, S112A mutant; 0% DMSO only, 100% 113 µM cGMP. activation, % at 11.4 µM;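 active means activation above a cutoff set at the mean over all compounds plus 3 SD, cut at about 18% in these data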;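 further: higher means more holoenzyme dissociation and a rise in polarization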
# Target sequence (P31323 whole entry, looked up, other chains not shown, the tested form may be a part): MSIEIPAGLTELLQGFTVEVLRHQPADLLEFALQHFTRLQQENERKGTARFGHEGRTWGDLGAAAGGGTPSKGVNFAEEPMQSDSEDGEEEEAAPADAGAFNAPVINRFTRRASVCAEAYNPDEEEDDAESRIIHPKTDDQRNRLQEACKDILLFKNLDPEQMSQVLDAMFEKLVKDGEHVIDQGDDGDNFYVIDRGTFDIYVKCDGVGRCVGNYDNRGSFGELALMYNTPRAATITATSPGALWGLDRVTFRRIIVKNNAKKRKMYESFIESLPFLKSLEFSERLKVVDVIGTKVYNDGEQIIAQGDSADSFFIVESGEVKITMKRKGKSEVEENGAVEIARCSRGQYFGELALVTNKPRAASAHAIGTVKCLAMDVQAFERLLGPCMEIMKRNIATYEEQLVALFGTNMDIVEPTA
# HTR5A inv ag: HTR5A inverse agonism, opioid heterodimer counter-screen. HTR5A cell line, luminescence. inhibition, % at 9.3 µM. 0.083% of 340,000 active; in the data active means inhibition mostly above about 23%, no sharp cut-off; inactive means mostly below about 18%;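 further: 0% = cells with DMSO and 100% = no-cell wells with DMSO; some compounds called inactive have numbers as strong as hits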
# V-ATPase pHluor: regulators of yeast V-ATPase proton transport. S. cerevisiae, pHLuorin cytosolic pH fluorescence. response, % at 10 µM. 0.37% of 350,000 active; in the data active means response mostly above about 7.3%, no sharp cut-off; inactive means mostly below about 5.4%; further: actives read high; inactives centre near 0; some compounds called inactive have numbers as strong as hits; reference of the scale not given here
# PKA-R1A act: activators of PKA-R1A complex | P00514+P68181 | activation, % at 11.4 µM | 0.083% of 340,000 active | PKA-R1A dissociation, Cy5-IP20 fluorescence polarization; scaled: DMSO 0%, 113 µM cGMP 100%;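 active means percent activation above the mean of all tested compounds plus 3 SD, cut at about 19% in these data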;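 further: higher means more PKAc released from R1A so a rise in polarization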
# OPRM1-OPRD1 ag: agonists of human mu-delta opioid receptor heterodimerization. P35372+P41143. cells, OPRM1-OPRD1 heterodimerization, luminescence. activation, % at 9.3 µM. 0.3% of 340,000 active. AID 504326; in the data active means activation above about 18%;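 further: 0% = vehicle-treated cells and 100% = reference agonist; values of inactives mirror those of a sister screen read the other way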
# DSG3 Ab inh: human desmoglein-3 autoantibody binding inhibition | P32926 | DSG3-coupled beads, scFv-anti-DSG3-GFP binding, flow cytometry; stronger effect = lower value | binding (percent of control), % at 10 µM | 0.48% of 310,000 active;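 active means binding more than 3 SD below its plate's average and above zero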;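 further: hits lower antibody fragment binding to DSG3; some compounds called inactive have numbers as strong as hits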
# HTR5A ag: activates human HTR5A in OPRM1-OPRD1 agonist counter-screen | HTR5A agonist assay, luminescence, cell-based | activation, % at 9.3 µM | 0.61% of 340,000 active | AID 504692; in the data active means activation mostly above about 9.5%, no sharp cut-off; inactive means mostly below about 7.6%;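 further: 0% = cells with vehicle only and 100% = reference agonist; strong numbers were not always called active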
# OPRM1-OPRD1 inv: inverse agonist of human OPRM1-OPRD1 heterodimerization; 0.21% of 340,000 active; AID 504357; inhibition, % at 9.3 µM; cell-based MOR-DOR heterodimer luminescence, inverse agonism; in the data active means inhibition above about 22%, passing the limit was not always enough;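 further: 0% = cells with DMSO and 100% = wells without cells with DMSO; values of inactives mirror those of a sister screen read the other way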
# Arrestin-AP2 inh: inhibitors of human beta-arrestin and AP2 interaction. FITC-arrestin peptide / GST-AP2 beads, flow cytometry; AP2 beta2 appendage carries R879A mutation. inhibition, % at 10 µM. 0.31% of 340,000 active;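 active means inhibition above a set limit, near 3 SD of compounds lacking own fluorescence, cut at about 54% in these data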;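 further: plate controls were DMSO wells for no effect and 5 µM unlabelled arrestin peptide for full effect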
#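 System: GST-AP2 R879A bound to glutathione beads, E. coli-expressed. Also added: 50 nM FITC-arrestin peptide. Schedule: compound with beads 12 min RT, then probe 1 h RT. Signal: bead flow cytometry, FITC channel. Read-out basis: percent response.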
# DAGLB inh: diacylglycerol lipase beta (human) inhibition; inhibition, % at 5.17 µM; 0.059% of 340,000 active; HEK293T DAGLB membrane lysate, EnzChek fluorogenic substrate; Q8NCG7; in the data active means inhibition above about 34%;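 further: 0% = enzyme with vehicle and 100% = wells lacking enzyme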
# Target sequence (Q8NCG7 whole entry, looked up): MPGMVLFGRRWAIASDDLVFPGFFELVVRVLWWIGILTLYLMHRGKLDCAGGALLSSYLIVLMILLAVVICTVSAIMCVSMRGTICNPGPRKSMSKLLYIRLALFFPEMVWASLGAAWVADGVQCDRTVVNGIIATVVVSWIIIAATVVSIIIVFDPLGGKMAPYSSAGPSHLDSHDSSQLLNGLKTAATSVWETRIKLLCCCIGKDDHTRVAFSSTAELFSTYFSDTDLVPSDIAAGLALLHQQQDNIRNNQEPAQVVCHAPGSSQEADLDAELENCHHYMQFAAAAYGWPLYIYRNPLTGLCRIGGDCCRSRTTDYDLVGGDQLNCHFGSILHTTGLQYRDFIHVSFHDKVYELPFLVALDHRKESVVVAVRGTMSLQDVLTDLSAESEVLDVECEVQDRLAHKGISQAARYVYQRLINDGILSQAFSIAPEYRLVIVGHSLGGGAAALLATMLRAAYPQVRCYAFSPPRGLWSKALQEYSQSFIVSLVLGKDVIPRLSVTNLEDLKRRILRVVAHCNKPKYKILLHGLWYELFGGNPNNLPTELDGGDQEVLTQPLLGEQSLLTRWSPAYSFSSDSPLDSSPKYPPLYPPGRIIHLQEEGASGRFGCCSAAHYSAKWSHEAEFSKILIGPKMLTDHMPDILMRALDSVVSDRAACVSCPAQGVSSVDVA
# Active calls of the source: *; nt = not tested or not shown. Compounds as they come; overall some 2.4% were active at least once.
# Order of values – PKA-R2B act, HTR5A inv ag, V-ATPase pHluor, PKA-R1A act, OPRM1-OPRD1 ag, DSG3 Ab inh, HTR5A ag, OPRM1-OPRD1 inv, Arrestin-AP2 inh, DAGLB inh
- O=C(Cn1cc(C(=O)c2ccco2)c2ccccc21)NC1CC1
→ -12, -9, 1, 7, -1.8, 99, 3, 9, -3, 0
- COC(=O)C1=CN(Cc2ccc(OC)c(OC)c2)C=C(C(=O)OC)C1c1ccc(F)cc1
→ 6, -5, 1, 0, 0.1, 96, 0, 0, -9, -5
- CN1CCN(C(=S)Nc2cc([N+](=O)[O-])ccc2Cl)CC1
→ -8, 3, 0, -11, -2.5, 131, 2, 14, 12, 1
- COc1ccccc1OCCC(=O)OCC(=O)Nc1ncc(Cl)cc1Cl
→ 1, -12, 6, -5, 0.1, 112, 2, -1, 0, 0
- O=c1[nH][nH]c(=O)c2c(NS(=O)(=O)c3ccccc3)cccc12
→ 0, 10, 0, 7, -0.3, 104, -4, 2, 10, 4
- CC(C)NC(=O)NC(=O)COC(=O)c1ncc(Cl)c(Cl)c1Cl
→ -6, -39, -1, 2, 0.5, 105, 6, -2, 1, -4
- CN1C(=O)c2ccccc2CC12c1ccccc1C(=O)N2C (configuration not stated)
→ -1, nt, -4, 1, nt, 102, nt, nt, nt, -2
- CCCCC(=O)Nc1c(C)cc(C)cc1Cl
→ -18, 8, -4, -8, 0.0, 102, 2, 0, 1, 1
- COc1ccc(-c2cc(=O)c3ccccc3n2C)cc1
→ 3, 22, 1, 4, -1.9, 99, 3, 10, -1, 1
- Cc1ccc(CNC(=O)c2ccc(N(C)S(=O)(=O)c3ccccc3)cc2)cc1
→ -2, 5, -4, 13, 1.9, nt, 3, -12, 10, -11
- CCC(c1nnnn1Cc1cccs1)N1CCN(C2CCCC2)CC1 (configuration not stated)
→ 0, -42, 10, 3, -0.7, 100, 0, 4, -6, 0
- Cc1cc(OCC(=O)OCC(=O)N2c3ccccc3NC(=O)C2(C)C)ccc1Cl
→ -10, -7, 1, 3, 1.2, 95, 3, -5, -6, -2
- CC(C)(C)NC(=O)C(Cc1ccccc1)NS(=O)(=O)c1ccc2c(c1)CCC(=O)N2 (configuration not stated)
→ -2, 2, -1, 7, 0.1, 96, 3, -1, 5, -1
- CCOc1ccccc1NC(=O)c1cnc(NS(=O)(=O)c2ccccc2)nc1
→ 6, -5, -2, -3, 1.3, 98, -3, -11, 20, 0
- COC(=O)c1ccc2c(c1C(=O)OC)CN(S(=O)(=O)C(C)(C)C)[C@H]2CCO
→ -2, -6, -3, -6, -1.8, 102, 2, 8, -5, 0
- Cc1onc(-c2ccccc2)c1C(=O)N1CCC(CO)(Cc2ccccc2)CC1
→ 1, 17, 1, -7, -2.3, nt, 8, 12, 16, -1
- COc1ccccc1COCC(O)CN(Cc1ccco1)Cc1ccccc1O (configuration not stated)
→ 1, -17, 0, -7, 2.1, 99, 7, -11, 0, -4
- Oc1c(I)cc(I)c2cccnc12
→ -7, 14, 2, -13, 8.1, 92, -4, -44, 7, 22
- c1ccc(-c2cc3ccccc3[nH]2)cc1
→ -1, -14, -2, 5, 3.0, 107, 3, -17, 3, -1
- CN(C)c1ccc(NC(=O)CSc2nnc(-c3cnccn3)n2C)cc1
→ 10, 5, 8, 9, -1.0, 103, -2, 5, 15, 2
- CCc1cccc2c(C(=O)COC(=O)C3=NNC(=O)CC3)c[nH]c12
→ -8, 2, 1, -2, -0.9, 97, -1, 4, 30, -1
- CC(NC(=O)c1cc(S(=O)(=O)N2CCCC2)ccc1Cl)c1ccccn1 (configuration not stated)
→ 2, -13, 3, -3, -2.7, 91, 6, 11, -5, 1
- Oc1cccc(Nc2ccccc2)c1
→ 7, -10, 1, -6, -1.7, 101, 2, 9, 12, 2
- O=C(Nc1ccccn1)C(=O)N1CCCCC1
→ -7, 13, 0, -8, -2.2, 100, -1, 12, 1, -3
- C/C(CC(=O)Nc1ccccn1)=N\NC(=O)c1ccc(C)cc1
→ -3, 13, -1, -1, -1.6, 99, -5, 9, 23, -3
- CN(c1ccccc1)S(=O)(=O)c1ccc(NC(=O)C2CCCCC2C(=O)O)cc1 (configuration not stated)
→ 5, 19, 4, -2, -3.1, 109, -8, 13, -7, 1
- O=C(CCCCCNc1nc(=S)[nH]c2ccccc12)N1CCN(c2ccccn2)CC1
→ -7, -13, 3, -7, 0.5, 96, -5, -3, 0, -2
- Cc1nc(N2CCN(C(=O)c3ccco3)CC2)nc2c1C(=O)CC(C)C2 (configuration not stated)
→ -1, 15, -3, -5, -3.0, nt, -1, 15, -2, -4
- COc1ccc(C(=O)Nc2ccc(C)cc2C(=O)c2ccccc2)cc1
→ -7, 3, -1, -5, 1.7, 105, 0, -9, 15, -15
- CCN(CC(=O)NCc1ccc(F)cc1)CC(=O)Nc1ccc(Br)cc1F
→ 1, -11, 5, -3, 0.6, 125, 3, -3, 14, 1

# Structures shown so far that contain a tert-butyl group:
# Order of values – PKA-R2B act, HTR5A inv ag, V-ATPase pHluor, PKA-R1A act, OPRM1-OPRD1 ag, DSG3 Ab inh, HTR5A ag, OPRM1-OPRD1 inv, Arrestin-AP2 inh, DAGLB inh
- CC(C)(C)NC(=O)C(Cc1ccccc1)NS(=O)(=O)c1ccc2c(c1)CCC(=O)N2 (configuration not stated)
→ -2, 2, -1, 7, 0.1, 96, 3, -1, 5, -1
- COC(=O)c1ccc2c(c1C(=O)OC)CN(S(=O)(=O)C(C)(C)C)[C@H]2CCO
→ -2, -6, -3, -6, -1.8, 102, 2, 8, -5, 0

# Returning to the listing; the 7 compounds before the break are reprinted first.
# Order of values – PKA-R2B act, HTR5A inv ag, V-ATPase pHluor, PKA-R1A act, OPRM1-OPRD1 ag, DSG3 Ab inh, HTR5A ag, OPRM1-OPRD1 inv, Arrestin-AP2 inh, DAGLB inh
- O=C(Nc1ccccn1)C(=O)N1CCCCC1
→ -7, 13, 0, -8, -2.2, 100, -1, 12, 1, -3
- C/C(CC(=O)Nc1ccccn1)=N\NC(=O)c1ccc(C)cc1
→ -3, 13, -1, -1, -1.6, 99, -5, 9, 23, -3
- CN(c1ccccc1)S(=O)(=O)c1ccc(NC(=O)C2CCCCC2C(=O)O)cc1 (configuration not stated)
→ 5, 19, 4, -2, -3.1, 109, -8, 13, -7, 1
- O=C(CCCCCNc1nc(=S)[nH]c2ccccc12)N1CCN(c2ccccn2)CC1
→ -7, -13, 3, -7, 0.5, 96, -5, -3, 0, -2
- Cc1nc(N2CCN(C(=O)c3ccco3)CC2)nc2c1C(=O)CC(C)C2 (configuration not stated)
→ -1, 15, -3, -5, -3.0, nt, -1, 15, -2, -4
- COc1ccc(C(=O)Nc2ccc(C)cc2C(=O)c2ccccc2)cc1
→ -7, 3, -1, -5, 1.7, 105, 0, -9, 15, -15
- CCN(CC(=O)NCc1ccc(F)cc1)CC(=O)Nc1ccc(Br)cc1F
→ 1, -11, 5, -3, 0.6, 125, 3, -3, 14, 1
- Cc1cn(CC(=O)c2ccccc2)c2ccccc12
→ 9, -7, 1, -3, -0.1, 112, 2, 1, 6, -3
- COc1cc([C@@H]2CC=C(C(=O)O)[C@H](c3ccccc3F)N2S(=O)(=O)c2ccc(C)cc2)cc(OC)c1OC
→ 1, 18, 14, 0, 0.3, 107, -7, -2, 31, 1
- O=S(=O)(c1ccc(NC(=S)Nc2ccc(OC(F)F)cc2)cc1)N1CCOCC1
→ 4, -33, -10, -3, -1.3, 115, 13, 7, 11, -4
- CC(=O)c1ccc(NC(=S)Nc2cccc3cnccc23)cc1
→ -5, -13, -6, -5, 2.7, 93, 3, -14, 2, 1
- C=CCn1c(SCC(=O)NCc2ccccc2)nnc1-c1ccccc1O
→ 7, -25, -3, -7, -3.5, 102, 9, 15, -1, 3
- COCCn1c(SCC(=O)c2[nH]c(C)c(C(C)=O)c2C)nc2ccccc21
→ -6, -9, 4, -5, 1.2, 101, 3, -7, -5, -2
- Cc1c(Cl)c([N+](=O)[O-])nn1CC(=O)N1CCCC1
→ 1, -15, 1, 5, -1.8, 81, 6, 12, -2, -1
- CC(C)CC(Nc1ncnc2scc(-c3ccccc3)c12)C(=O)O (configuration not stated)
→ -2, 6, 5, -12, -1.7, 99, -2, 8, 6, 2
- COc1ccc(CN(C)C2CCN(C)CC2)cc1OC
→ -6, -3, 3, -6, 0.0, 109, 2, 0, 4, -2
- Cc1ccc(C(=O)N/C(=C\c2ccc(-c3cc(Cl)ccc3Cl)o2)C(=O)NCc2cccnc2)cc1
→ -15, 23, -1, -14, -2.0, 92, 1, 12, 21, 2
- O=C1C2CCCN2c2ccc(S(=O)(=O)N3CCOCC3)cc2N1Cc1ccccc1F (configuration not stated)
→ 3, 6, -2, 4, -2.7, 106, 0, 16, 2, 3
- COc1ccc(NC(=O)CSc2nnc(CCC(=O)Nc3ccc(C)c(Cl)c3)n2C)cc1
→ -1, -1, 1, -11, 0.1, 97, 0, 0, 33, 2
- CCN1C(=O)[C@H]2[C@@H](c3ccc(C)cc3)N3C(=O)N(c4ccc(C)cc4)C(=O)[C@@]3(Cc3ccc(Cl)cc3)[C@H]2C1=O
→ -6, 2, -1, -7, -1.7, 105, 4, 10, -5, -1
- Cc1c(C2C(C#N)=C(N)OC3=C2C(=O)CCC3)cnn1C (configuration not stated)
→ -5, -15, 0, -1, -0.9, 90, 6, 6, -4, -2
- CCn1c(=S)sc2c(=O)n(-c3ccccc3)c(SC)nc21
→ -7, 12, 0, -5, -0.9, 97, -4, 5, -8, -3
- CCN(CC)S(=O)(=O)c1ccc(NC2c3ccccc3C(=O)N2Cc2ccc3c(c2)OCO3)cc1 (configuration not stated)
→ -5, 11, 1, -2, 1.0, 102, 1, -6, -1, -1
- CCc1ccc2c(CN3CCOCC3)cc(=O)oc2c1
→ 0, 1, 2, -2, -1.9, 107, -1, 11, 16, 0
- O=S1(=O)CCO[C@H]2Cc3ccccc3[C@H]2N1Cc1ccccc1F
→ 2, 2, 4, -5, -1.0, 103, -1, 6, -9, -2
- O=C(Nc1ccccc1)Nc1cc(OCC(F)(F)F)cc(OCC(F)(F)F)c1
→ -10, -16, 4, -18, 12, 89, 6, -89, 3, -11
- CCOC(=O)c1ccc(NC(=O)NCc2ccccn2)cc1
→ 1, 17, -1, -1, 0.3, 120, -7, -1, 5, -3
- Cc1cc(C(=O)C(C)Sc2cccc[n+]2[O-])c(C)n1-c1ccc(Cl)cc1 (configuration not stated)
→ 11, -6, -1, -8, -0.6, 91, 2, 3, -31, 3
- COc1ccc(N=Cc2ccc(N(CCC#N)CCC#N)cc2)cc1
→ -8, -4, -3, -2, -2.9, nt, 1, 14, 3, 4
- CCCCCOc1ccc(NC(=O)CCCC(=O)O)cc1
→ 6, 1, 1, 5, -3.5, 93, 0, 18, -2, 2
- CCOc1ccc(NC(=O)CC2C(=O)N(CC)C(=S)N2CCNC(C)=O)cc1 (configuration not stated)
→ 3, 10, 1, -13, -1.5, 96, -1, 9, -3, 3
- O=C(O)C1C2C=CC(O2)C1C(=O)NCCc1cccc(Cl)c1 (configuration not stated)
→ 14, -19, 1, -4, 2.5, 104, 11, -14, -20, -2
